Compound activity from PubChem BioAssay.
sdo1 growth – growth rescue of sdo1-depleted yeast, primary screen, S. cerevisiae, bone marrow failure model; z-score at 10 µM; S. cerevisiae sdo1-depleted JHY4D growth rescue, OD600 30 h; stronger effect = higher value; pdr5 snq2 efflux-pump mutant strain; AID 817, 2007; 140,000 compounds, 0.21% hits;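 active = z-score above 3 at both the 24 hr and the 30 hr optical density reads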;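 also: z-score against mean and SD of all compound wells on the same plate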
INS promoter inh – inhibitors of insulin promoter-driven GFP, primary screen, imaging, TRM-6 cells (human fetal islet line), eGFP reporter, cell count | reporter expression induced with tamoxifen | inhibition, % at 2 µM | 130,000 compounds, 0.9% hits | AID 1273, 2008;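 active = inhibition above the mean plus 3 SD, with well images judged a real hit on visual review, cut at about 60% in these data, passing the limit was not always enough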
sdo1 growth Rescue 24 h – second read-out of sdo1 growth, no call of its own (marks repeat the call); z-score; S. cerevisiae sdo1-depleted JHY4D growth rescue, OD600; measured here: growth rescue at 24 h;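 0 is the plate mean of compound wells and units are plate SD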
An asterisk follows results filed as active; nt = not tested or not shown. Some of the compounds tested; the hit share may differ from the screen's.

SMILES	sdo1 growth	sdo1 growth Rescue 24 h	INS promoter inh
COCCNC(=O)C(c1ccc(C)o1)N(C(=O)c1snc(C(N)=O)c1N)c1cc(C)cc(C)c1 (configuration not stated)	1.51	2.08	-91.7
c1ccc(C2=Nn3c(nnc3-c3ccccn3)SC2)cc1	1.78	0.52	nt
Cc1cccc(C(=O)Nc2nnc(SCC(=O)Nc3ccc4c(c3)oc3ccccc34)s2)c1	0.2	-0.24	-10.3
Cc1ccc(S(=O)(=O)/N=C(\N)Nc2nc(C)c3cc(C)c(C)cc3n2)cc1	-0.68	-0.07	-22.2
O=C(O)C1C2CCC(C2)C1C(=O)Nc1nc2ccccc2s1 (configuration not stated)	0.28	-0.2	53.3
O=c1[nH]c(=O)n(Cc2ccccc2)c2nc(-c3ccc(Oc4ccc(F)cc4)c([N+](=O)[O-])c3)n(CCO)c12	0.62	1.12	73.5*
CC(C)c1c(O)nc(SCCC(=O)O)[nH]c1=O	0.14	0.13	32.3
COc1ccc(C(=O)O/N=C(\N)c2ccccc2)c(OC)c1	-0.64	-0.76	-64.3
O=C(Cc1cccc2ccccc12)Nc1ccc(OC(F)F)c(Cl)c1	-0.84	-0.24	27.0
COc1cc(CN(C(=O)c2ccco2)c2ccc(C)cc2)ccc1O	-0.13	0.07	61.5
CCC1CCCCN1Cc1cc(OC)c(O)c([N+](=O)[O-])c1 (configuration not stated)	-0.26	-0.46	nt
Cc1ccccc1NC1=NS(=O)(=O)c2ccccc21	0.37	-0.1	-185.7
C=CCn1c(SCC(=O)Nc2ccc(F)cc2)nc2cc(C(=O)O)ccc2c1=O	nt	nt	21.4
O=c1oc2c(CN3CCOCC3)c(O)ccc2c2c1CCCC2	-0.36	0.16	-8.7
O=[N+]([O-])c1ccccc1/C=C/C=N/n1c(-c2ccco2)n[nH]c1=S	nt	nt	41.2
CCc1ccc(NC(=O)c2ccc(OC)c([N+](=O)[O-])c2)cc1	-0.95	-0.98	15.6
Cc1cc(C)n2cc(-c3ccc(Cl)cc3)c(C(=O)O)c2n1	nt	nt	0.0
O=c1c(C(c2c(O)nc3n(c2=O)CCS3)c2cccc3ccccc23)c(O)nc2n1CCS2	0.03	-0.92	-25.6
Cc1cccc(-c2nnc(NC(=O)c3ccc(Cl)cc3)o2)c1	-2.72	-2.18	nt
Cc1ccc(CN2C(=O)NC(Cc3c[nH]c4ccccc34)C2=O)cc1 (configuration not stated)	0.33	0.26	nt
O=C(/C=C/c1ccc(Cl)cc1Cl)Nc1cccc(S(=O)(=O)NC2=NCCC2)c1	nt	nt	0.0
O=C(OCC(=O)c1ccco1)c1ccc2ncsc2c1	0.3	0.77	nt
CC(C)(C)Nc1nc(NCc2cccnc2)nc(N2CCOCC2)n1	1.34	1.65	-45.0
Cc1[nH]c2ccc(Cl)cc2c(=O)c1CN1CCCC1	nt	nt	-25.0
CN(CCOc1ccccc1)CC(=O)Nc1ccc([N+](=O)[O-])cc1Cl	nt	nt	18.8

Following part
SMILES	sdo1 growth	sdo1 growth Rescue 24 h	INS promoter inh
Cc1nn(Cc2ccccc2)c(Cl)c1C(=O)OCC#N	nt	nt	18.2
O=C(NC1CC1)c1cc2c(s1)-c1ccccc1OC2	-0.71	-0.63	nt
C#CCOCCOCCOCCNc1nc(N2CCN(C(=O)Cn3cc(CCCN=C(N)N)nn3)CC2)nc(N2CCN(C(=O)[C@H]([C@@H](C)CC)n3cc(CCCN=C(N)N)nn3)CC2)n1	0.02	-0.87	42.9
O=C(NCc1ccc2c(c1)OCO2)c1cc2ccccc2o1	-0.64	-1.22	21.6
Cc1c(NC(=O)Cn2nc(C(F)(F)F)c3c2CCCC3)c(=O)n(-c2ccccc2)n1C	-0.47	-1.26	-4.5
O=C(Nc1nccs1)C1C2CC3OC(=O)C1C3C2 (configuration not stated)	0.78	0.15	-250.0
Oc1[nH]c2ccc(Br)cc2c1N=Nc1ccc(C(F)(F)F)cn1	-0.77	-0.47	17.9
COc1ccc(CCNC(=O)CCCCCN2C(=O)c3ccccc3C2=O)cc1OC	0.23	-0.07	-36.0
Cc1cc(C(=O)N2CCN(C(c3ccccc3)c3ccccc3)CC2)no1	-1.56	-1.28	22.7
COCc1c(C(=O)OCC(=O)NCCN2C(=O)CSC2=O)oc2ccccc12	0.35	-0.15	25.0
O=C(CN1CCN(c2ccccc2F)CC1)NC(=O)NCc1ccco1	nt	nt	-71.4
Nc1nc(SCC(=O)N2N=C3/C(=C/c4ccco4)CCCC3C2c2ccco2)n[nH]1 (configuration not stated)	0.09	1.96	5.5
CN(C(=O)C1CCN(S(=O)(=O)c2cccs2)CC1)C1CCCCC1	0.31	0.55	nt
CN1CCN(C(=O)c2cc3sccc3n2CC(=O)c2ccccc2)CC1	0.13	-0.35	nt
CC(C(=O)O)n1nc2ccccc2n1 (configuration not stated)	1.59	0.56	0.0
O=C(CN(Cc1ccco1)S(=O)(=O)c1ccccc1)N/N=C/c1cccc(O)c1	0.02	0.58	-45.7
CCCCNC(=O)CNC(=S)N(CCCN1CCOCC1)Cc1cccs1	2.09	2.06	-59.4
Fc1ccc(C(c2nnnn2Cc2cccs2)N2CCN(C3CCCC3)CC2)cc1 (configuration not stated)	0.1	-0.18	-180.0
CCOc1ccc(C(=O)Nc2ccccc2NC(C)=O)cc1OCC	nt	nt	-42.9
O=C(Nc1ccc(OC(F)F)cc1)Nc1cccc(C(F)(F)F)c1	-3.03	-1.97	-42.9
CC(C)(C)c1ccc(NC(=O)COc2ccc(-n3ccnc3)cc2)cc1	-2.17	-0.63	-7.7
Cc1nn(C(=O)c2nn(C)cc2[N+](=O)[O-])c(C)c1Br	nt	nt	-14.3
COc1ccc(CCNC(=O)c2cc(-c3ccccc3O)n[nH]2)cc1OC	-0.1	-0.76	57.1
OC1CNCc2cc3c(cc21)OCCO3 (configuration not stated)	-0.03	-1.16	20.0
CCOc1ccc(NC(=O)CSc2nnc(C(C)C)n2CC)cc1	0.32	0.36	7.7

Ordered by formula weight (highest first): part of the list above.
SMILES	sdo1 growth	sdo1 growth Rescue 24 h	INS promoter inh
COc1ccc(CCNC(=O)CCCCCN2C(=O)c3ccccc3C2=O)cc1OC	0.23	-0.07	-36.0
COc1ccc(CCNC(=O)c2cc(-c3ccccc3O)n[nH]2)cc1OC	-0.1	-0.76	57.1
O=C(NC1CC1)c1cc2c(s1)-c1ccccc1OC2	-0.71	-0.63	nt
O=C(Nc1nccs1)C1C2CC3OC(=O)C1C3C2 (configuration not stated)	0.78	0.15	-250.0

(more compounds)
SMILES	sdo1 growth	sdo1 growth Rescue 24 h	INS promoter inh
COC(=O)c1cc(=O)n2c(-c3ccccc3)csc2n1	0.78	0.53	nt
CN(C)c1ccc(-c2noc(C3CCN(S(=O)(=O)c4ccc(C(=O)O)cc4)CC3)n2)cc1	nt	nt	-23.1
C(=N\N1CCN(Cc2cccc3ccccc23)CC1)/c1ccco1	-0.38	-1.09	-2.8
O=C(Nc1cccc(S(=O)(=O)N2CCCCC2)c1)c1ccc(OCC2CCCO2)cc1 (configuration not stated)	nt	nt	20.0
CC(C)Oc1ccc(C(=O)Nc2ccccc2N2CCOCC2)cc1	nt	nt	-35.0
COc1ccccc1CNC(=O)C1CCN(S(=O)(=O)N2CC(C)CC(C)C2)CC1 (configuration not stated)	-0.17	-0.37	15.4
C#CCOC(=O)Nc1ccc(=O)n(Cc2c(Cl)cccc2Cl)c1	0.93	-0.53	-228.6
COc1cc(CN2CCC(C(=O)NC3CCCC3)CC2)ccc1O	0.22	-0.34	13.2
O=C(N/N=C/c1sc(N2CCCCC2)nc1-c1cccs1)c1cccnc1	nt	nt	-52.9
CC1(CCc2ccc(O)cc2)NC(=O)NC1=O (configuration not stated)	1.82	2.1	8.6
CCOc1ccc(/C=C(\C#N)C(=O)Nc2cccnc2)cc1	-0.24	0.06	nt
COc1cc(-c2ccc(NC(=O)CN3CCCCC3)c(OC)c2)ccc1NC(=O)CN1CCCCC1	nt	nt	-19.1
O=C(NC1CCS(=O)(=O)C1)Oc1ccccc1 (configuration not stated)	0.84	0.84	0.0
Cc1ccc(NC(=O)CCC(=O)n2nc(C)cc2C)c(C)c1	0.03	-0.18	13.5
N#CC1=C(N)N(c2ccccc2)C2=C(C(=O)CCC2)C1c1cccs1 (configuration not stated)	-0.76	-1.03	-96.3
COC(=O)c1ccc2c(c1)S(=O)(=O)NC(=NCCCN1CCOCC1)S2	1.21	0.25	nt
COC(=O)c1ccccc1NS(=O)(=O)c1ccc2[nH]c(=O)[nH]c2c1	0.13	-0.41	29.7
CC(C)Cc1cc(C(=O)Nc2ccc3c(c2)OCO3)no1	-1.26	-1.85	-30.0
Cc1ncc([N+](=O)[O-])n1CCOC(=O)c1ccc(Cl)cc1Cl	0.15	-0.52	nt
O=C(CCNC(=O)Cn1ccc2ccccc2c1=O)NCCc1ccccc1Cl	-0.49	-0.76	-32.3
CN(C)S(=O)(=O)c1ccc(C(=O)OCCn2cnc3c2c(=O)n(C)c(=O)n3C)cc1	nt	nt	-6.7
CCN(CC)c1ccc(/C=N/N2CCN(Cc3ccccc3)CC2)c(O)c1	-1.3	-1.09	-42.1
COc1ccccc1C1NC(=O)CS1 (configuration not stated)	-0.43	-1.69	nt
CCN(CC)c1c([N+](=O)[O-])ncn1C	0.53	0.34	-33.3
Clc1cc(Br)ccc1OCCCNCc1ccccc1	-1.17	-1.05	0.0

Following part:
SMILES	sdo1 growth	sdo1 growth Rescue 24 h	INS promoter inh
COc1cc(C(=O)Nc2ccc(N3CCOCC3)cc2)ccc1OCc1c(C)noc1C	-0.12	-0.3	nt
O=C(OC1Cn2c(=O)ccc(=O)n2C1)c1ccc([N+](=O)[O-])cc1	-0.33	-0.74	nt
O=c1cc(-c2ccccc2Cl)oc2cc(O)cc(O)c12	-0.25	-0.41	38.1
Cc1nn(-c2ccc(Cl)c(Cl)c2)c(=O)c2ccccc12	0.21	2.32	40.0
Cc1cc(Nc2nc(Cl)c(Cl)cc2Cl)n(-c2ccccc2)n1	-1.42	-0.68	38.7
O=C(CCN1C(=O)C2C3C=CC(C3)C2C1=O)Nc1ccccc1F (configuration not stated)	-0.58	-0.53	15.4
Cc1csc(NC(=O)NC2(C(F)(F)F)Oc3ccccc3O2)n1	0.1	-0.54	-57.1
O=C(Cn1nnc(-c2ccccc2-n2cnnn2)n1)N1CCCCC1	0.41	0.07	8.6
O=C(c1cc([N+](=O)[O-])ccc1N1CCOCC1)N1CCOCC1	0.54	0.55	-27.3
Cc1ccsc1C(=O)OCC(=O)N1CC(=O)Nc2ccccc21	0.61	-0.1	12.9
COc1cc(OC)cc(OCC(O)Cn2ccnc2)c1 (configuration not stated)	1.41	1.85	-21.2
O=C(c1cn(-c2ccc(Cl)c(Cl)c2)nn1)C1CC1	nt	nt	-33.3
CCc1nnc(NC(=O)C2CCCN(S(=O)(=O)c3ccc(OC)cc3)C2)s1 (configuration not stated)	nt	nt	-4.8
COCc1nnc(N)s1	0.32	-0.42	-6.1
O=C(Nc1ccc(Cl)c(C(F)(F)F)c1)c1ccco1	-1.44	-0.18	54.5
CCC(=O)NCC(c1cccs1)N1CCOCC1 (configuration not stated)	1.07	-0.93	-50.0
Cc1oc(C(C)(C)C)cc1C(=O)Nc1cccc(/C=C/C(=O)O)c1	0.51	0.24	-23.1
O=C(NCCc1nc2ccccc2[nH]1)c1ccco1	0.51	-0.92	-21.4
Cc1c(C(=O)NCCSCc2ccccc2Cl)cccc1[N+](=O)[O-]	-0.2	0.29	26.1
COC(=O)c1ccc(NC(=S)NCCc2cccc(C)c2)cc1	-1.88	-1.11	-15.4
CC(C)(C)OC(=O)N1CCC(c2c(C(=O)O)cnn2-c2ccc(Cl)cc2)CC1	0.6	-0.1	0.0
CCOc1ccc(-c2nnc(-c3ccncc3)o2)cc1	-0.3	-0.64	-21.2
Cc1ccccc1-n1c(C)n[nH]c1=S	0.59	-0.83	-50.0
COC(=O)c1ccc(NCCc2csc(-c3ccc(C)cc3)n2)c([N+](=O)[O-])c1	-1.34	0.1	35.5
CCCCc1nn(-c2cc(Cl)ccc2OC)c2c1C(=O)CCC2	-0.89	-0.52	nt

Gathered by group: the entries above containing a cyano group
SMILES	sdo1 growth	sdo1 growth Rescue 24 h	INS promoter inh
Cc1nn(Cc2ccccc2)c(Cl)c1C(=O)OCC#N	nt	nt	18.2
CCOc1ccc(/C=C(\C#N)C(=O)Nc2cccnc2)cc1	-0.24	0.06	nt
N#CC1=C(N)N(c2ccccc2)C2=C(C(=O)CCC2)C1c1cccs1 (configuration not stated)	-0.76	-1.03	-96.3

Next part.
SMILES	sdo1 growth	sdo1 growth Rescue 24 h	INS promoter inh
COc1cccc(-n2c(Cc3cc(=O)[nH]c(=O)[nH]3)nnc2SCC(=O)N2CCCCC2)c1	0.24	-0.31	nt
Cc1ccc(-n2c(SCC(N)=O)nnc2-c2cccnc2)c(C)c1	0.36	-0.29	nt
CN(C)/C=C(\C#N)C(=O)Nc1ccc(F)cc1	-0.47	-1.22	-3.3
CCOC(=O)C1=C(C)N=C2SC(C)C(=O)N2C1c1ccc(OCC)c(OCC)c1 (configuration not stated)	-0.22	-0.2	-92.9
CCOC(=O)C1=C(N)Oc2c(oc(CO)cc2=O)C1c1ccccc1 (configuration not stated)	nt	nt	33.3
CCCCc1nc2c(=O)[nH]c3ccccc3c2o1	0.63	0.01	nt
Cn1ncc2nnn(-c3ccccc3)c(=O)c21	-0.45	-1.7	nt
CCCC1(C(=O)OCC)NC(c2ccc(N(C)C)cc2)C2C(=O)N(c3ccccc3)C(=O)C21 (configuration not stated)	-1.08	-1.19	-108.3
